TbPYK inhibitor – qHTS of Trypanosoma Brucei Inhibitors. pyruvate kinase (Trypanosoma brucei), Q57TT1. TbPYK enzyme, Kinase-Glo Plus ATP luminescence, 45 min. Potency, µM (series often up to 76.8 µM), for inactives: top-dose activity, negative = inhibition, usual class: inhibitors. hit rate 0.12% among 410,000. AID 624173, 2012; further: potency means the concentration at half of the fitted maximal effect; nearly all actives have a fitted effect of over 50% in size
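Glycolytic pyruvate kinase of T. brucei was incubated with substrate, test compound and 130 uM ADP for 45 minutes at room temperature. Luminescent Kinase-Glo Plus signal was measured after 10 minutes.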
HCMV inh – qHTS Assay for inhibitors of the human cytomegalovirus (HCMV); HFF cells, HCMV-luciferase reporter, 72 h; stronger effect = lower value; activity change, negative = inhibition, % at 57.5 µM; hit rate 4.5% among 410,000; in the data active means activity change below about -60%; inconclusive means no clear call, values can overlap the other calls; inactive means above about -39%
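HFF cells seeded 16 h at 37C, treated with compounds, infected with luciferase-reporter HCMV at MOI 1 PFU/cell; luciferase read at 72 h post infection, normalized to buffer-only and Salinomycin controls.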
LmPK inh – qHTS Assay for Inhibitors of Leishmania Mexicana Pyruvate Kinase (LmPK). Q27686. purified LmPK, Kinase-Glo ATP luminescence, 1 h. Potency, µM (highest dose often 57.5 µM), inactives show at the top dose activity change, negative = inhibition, actives largely listed as inhibitors. hit rate 0.37% among 290,000; further: potency means the concentration at half of the fitted maximal effect
Target sequence (Q27686 whole entry, looked up): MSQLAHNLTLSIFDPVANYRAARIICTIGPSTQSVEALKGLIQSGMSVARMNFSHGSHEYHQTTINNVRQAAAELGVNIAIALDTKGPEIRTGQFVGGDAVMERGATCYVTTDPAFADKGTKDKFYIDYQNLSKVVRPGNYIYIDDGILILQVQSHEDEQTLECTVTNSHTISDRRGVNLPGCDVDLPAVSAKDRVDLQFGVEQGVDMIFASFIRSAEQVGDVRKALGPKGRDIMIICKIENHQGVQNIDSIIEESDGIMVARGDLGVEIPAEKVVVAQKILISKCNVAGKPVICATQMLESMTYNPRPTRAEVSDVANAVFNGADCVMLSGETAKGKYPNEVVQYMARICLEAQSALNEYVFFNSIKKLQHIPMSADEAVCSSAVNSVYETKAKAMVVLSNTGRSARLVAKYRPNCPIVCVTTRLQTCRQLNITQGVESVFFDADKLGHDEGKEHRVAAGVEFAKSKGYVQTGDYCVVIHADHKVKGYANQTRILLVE
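Purified LmPK (0.1 nM) converted ADP (0.1 mM) to ATP with PEP (0.5 mM) in imidazole buffer pH 7.2 with KCl and MgCl2, 1 h at room temperature. ATP was read by Kinase-Glo luminescence; data normalized to uninhibited and no-enzyme controls.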
AMA1-RON2 inh – qHTS for Inhibitors of AMA1-RON; Towards Development of Antimalarial Drug Lead: Primary Screen; Plasmodium falciparum AMA1 (3D7) - RON2 peptide interaction; AlphaScreen AMA1-biotinylated RON2 peptide binding; Potency, µM (top dose mostly 58.2 µM), for the others: at the top dose activity change, negative = inhibition, usual class: inhibitors; hit rate 0.2% among 360,000; AID 720542, 2013;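 further: potency means the concentration at half of the fitted maximal effect; 0% = vehicle wells and -100% = peptide control; nearly all actives have a fitted effect of over 45% in size; some results filed as inactive show a strong effect at the top dose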
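AMA1 (3D7) with his tag at 25 nM final met compounds first, then biotinylated RON2 peptide at 25 nM; detection used donor plus acceptor beads, 10 µg/mL apiece, read by AlphaScreen after 30 min at room temperature.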
AmpC inh no detg – qHTS Inhibitors of AmpC Beta-Lactamase (assay without detergent). P00811. AmpC nitrocefin hydrolysis, absorbance 480 nm, 0.0001% Triton. Potency, µM (top dose mostly 57.1 µM), for inactives: at the highest dose activity change, negative = inhibition, hits mostly inhibitors. hit rate 0.52% among 330,000;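 further: potency means the concentration at half of the fitted maximal effect; plate controls were no compound for no effect and no enzyme for full effect; nearly all actives have a fitted effect of over 20% in size; some results filed as inactive show a strong effect at the top dose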
Target sequence (P00811 whole entry, looked up): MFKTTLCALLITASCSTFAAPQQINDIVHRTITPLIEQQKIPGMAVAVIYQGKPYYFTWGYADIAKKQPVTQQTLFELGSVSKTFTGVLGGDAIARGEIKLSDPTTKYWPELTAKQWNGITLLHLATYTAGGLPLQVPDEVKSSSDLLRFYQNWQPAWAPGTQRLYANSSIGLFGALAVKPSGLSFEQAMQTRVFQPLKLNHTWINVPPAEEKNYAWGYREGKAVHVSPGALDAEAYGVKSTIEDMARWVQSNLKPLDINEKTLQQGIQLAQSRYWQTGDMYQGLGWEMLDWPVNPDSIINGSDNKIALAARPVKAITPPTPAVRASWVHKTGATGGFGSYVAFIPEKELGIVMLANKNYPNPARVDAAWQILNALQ
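20 mM phosphate pH 7.0 + 0.01% (detergent screen) or 0.0001% Triton X-100; 5.3 nM AmpC reagent; cpd preinc 15 min RT; nitrocefin (800 uM stock) to start; A480 q20 s × 4 min; Activity was normalised to no-enzyme and no-compound control wells.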
HCV inhibitor – qHTS Assay for Inhibitors of Hepatitis C Virus (HCV); Huh7.5.1 HCVcc-Cre infection, luciferase reporter, 44 h; Potency, µM (doses to about 41.8 µM), without a hit: top-dose activity change, negative = inhibition, usual class: inhibitors; hit rate 3.4% among 340,000; further: potency means the concentration at half of the fitted maximal effect
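After 44 h co-culture of compound, cells and HCVcc-Cre (~0.5 moi), substrate is added for 15 min at room temperature and luciferase measured over 15 sec. Cells were seeded at 1,000/well and pre-cultured 4 h.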
AmpC inh detg – qHTS Inhibitors of AmpC Beta-Lactamase (assay with detergent); P00811; hit rate 0.041% among 370,000; Potency, µM (titrated, usually from 114 µM), without a hit: at the top dose activity change, negative = inhibition, most hits filed as inhibitors; AmpC hydrolysis of nitrocefin, absorbance 480 nm, 0.01% Triton;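 further: potency means the concentration at half of the fitted maximal effect; 0% = no-compound wells and -100% = no-enzyme wells; nearly all actives have a fitted effect of over 25% in size; some results filed as inactive show a strong effect at the top dose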
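AmpC (5.3 nM in the dispensed reagent) in 20 mM phosphate pH 7.0 with 0.01% (detergent screen) or 0.0001% Triton X-100 was preincubated with compounds for 15 min at room temperature. Nitrocefin was then added from an 800 uM solution, and hydrolysis was followed at 480 nm.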
The depositor's hits bear a star; [ ] = dose if it differs, or a comment. Unless noted, the call rests on the fitted dose curve; in most records, active means well fitted curve in the direction sought with a large enough effect; inconclusive means small, poorly fitted or top-dose-only effect, or another doubt; inactive means no such curve, though single readings can be large; an effect the other way counts as inactive or inconclusive. Unless noted, on the % scale 0 is the no-effect control and ±100 the full control effect.

The first 2 compounds as a preview:
`Cc1ccc(S(=O)(=O)Cc2csc(N)n2)cc1` gave TbPYK inhibitor -1%, HCMV inh 12, LmPK inh -3%, AMA1-RON2 inh 18%, AmpC inh no detg -6%, HCV inhibitor 2% and AmpC inh detg -15%.
COc1ccccc1CNC(=O)CCCn1c(=O)c2ccccc2n(CC(=O)NC2CCCC2)c1=O was read as TbPYK inhibitor 0%, HCMV inh -17, LmPK inh -6%, AMA1-RON2 inh 6%, AmpC inh no detg -14%, HCV inhibitor inconclusive and AmpC inh detg inconclusive.

The list itself, repeating the preview:
`Cc1ccc(S(=O)(=O)Cc2csc(N)n2)cc1` gave TbPYK inhibitor -1%, HCMV inh 12, LmPK inh -3%, AMA1-RON2 inh 18%, AmpC inh no detg -6%, HCV inhibitor 2% and AmpC inh detg -15%.
COc1ccccc1CNC(=O)CCCn1c(=O)c2ccccc2n(CC(=O)NC2CCCC2)c1=O was read as TbPYK inhibitor 0%, HCMV inh -17, LmPK inh -6%, AMA1-RON2 inh 6%, AmpC inh no detg -14%, HCV inhibitor inconclusive and AmpC inh detg inconclusive.
For CCOc1ccc2oc(=O)cc(CN3CCN(c4ccc(OC)cc4)CC3)c2c1 the results were TbPYK inhibitor -4%, HCMV inh 40 and AmpC inh detg 1%.
N#Cc1ccc(C(=O)OCC(=O)NC2CCCC2)cc1 was read as TbPYK inhibitor 1%, HCMV inh -9, LmPK inh 6%, AMA1-RON2 inh 0%, AmpC inh no detg -2%, HCV inhibitor 16% and AmpC inh detg -3%.
CC(=O)N1c2ccc(S(=O)(=O)N3CCCC(C(=O)Nc4cccc(Cl)c4)C3)cc2CC1C (stereo not drawn) was read as TbPYK inhibitor 0%, HCMV inh -63*, LmPK inh 3%, AMA1-RON2 inh -13%, AmpC inh no detg 14%, HCV inhibitor 5.6µM* and AmpC inh detg -7%.
For O=C(Cc1ccccc1)c1ccccc1C(=O)N1CCCCC1 the results were TbPYK inhibitor -7%, HCMV inh 14, LmPK inh -13%, AMA1-RON2 inh 8%, AmpC inh no detg -9%, HCV inhibitor 3.2µM* and AmpC inh detg -12%.
O=C(CCCC(=O)OCC(Cl)=C(Cl)Cl)Nc1ccc(F)cc1 was read as TbPYK inhibitor -4%, HCMV inh inconclusive, LmPK inh 5%, AMA1-RON2 inh 1%, AmpC inh no detg -10%, HCV inhibitor 7% and AmpC inh detg 2%.
Screening CC1CCC(NC(=O)CNC(=O)c2ccc3ccccc3c2)CC1 (stereo not drawn) returned TbPYK inhibitor -3%, HCMV inh 27, AMA1-RON2 inh 4%, AmpC inh no detg -24%, HCV inhibitor -14% and AmpC inh detg 4%.
`N#CCC(=O)Nc1ccc(C(=O)OCC(=O)NCc2ccc3c(c2)OCO3)cc1` gave TbPYK inhibitor 0%, HCMV inh -20, AMA1-RON2 inh -1%, AmpC inh no detg inconclusive, HCV inhibitor 7% and AmpC inh detg 6%.
`CC(C)n1c(O)c(N=NC(=O)Cc2csc(N3CCOCC3)n2)c2ccccc21` gave TbPYK inhibitor -3%, HCMV inh -1, LmPK inh 3%, AMA1-RON2 inh 17%, AmpC inh no detg 83%[activator], HCV inhibitor -23% and AmpC inh detg -3%.
CC(NC(=O)COC(=O)Cc1cccs1)c1ccc(F)cc1 (stereo not drawn) was read as TbPYK inhibitor -3%, HCMV inh -15, AMA1-RON2 inh 7% and HCV inhibitor 14%.
Cc1cs/c(=N\N=C\c2cccc([N+](=O)[O-])c2)n1Cc1ccco1 was read as TbPYK inhibitor 0%, HCMV inh -7, LmPK inh -1%, AMA1-RON2 inh -4%, AmpC inh no detg -33%, HCV inhibitor 12% and AmpC inh detg -4%.
Screening COc1ccc(Nc2c(C3CC3)nc3nc(C)cc(C)n23)cc1 returned TbPYK inhibitor -1%, HCMV inh 16 and AMA1-RON2 inh 1%.
`CN(Cc1ccccc1)c1nc2c(S(=O)(=O)c3ccccc3)nnn2c2ccsc12` gave TbPYK inhibitor 2%, HCMV inh 5 and AmpC inh detg 16%.
`N#C[C@H]1[C@H](c2ccccc2)[C@](C#N)(C(=O)c2ccccc2)[C@@H]2C=Cc3ccccc3N21` gave LmPK inh -1%, AmpC inh no detg 9% and AmpC inh detg 7%.
Screening c1ccc(CCCN2CCOCC2)cc1 returned TbPYK inhibitor -1%, HCMV inh -36, LmPK inh -9%, AMA1-RON2 inh -26%, AmpC inh no detg -5%, HCV inhibitor 8% and AmpC inh detg inconclusive.
For COc1ccc(-c2nc3sc(CCNC(=O)c4ccco4)c(C)n3n2)cc1 the results were TbPYK inhibitor -4%, HCMV inh 84 and AmpC inh detg 1%.
`O=C(CCN1C(=O)S/C(=C\c2ccc(F)cc2)C1=O)Nc1ccc(C(=O)O)c(O)c1` gave TbPYK inhibitor 14%, HCMV inh -28, LmPK inh 1%, AMA1-RON2 inh 72%[activator], AmpC inh no detg -54%, HCV inhibitor 13% and AmpC inh detg -5%.
`CC1CCCC(C)N1C(=O)CSc1nnc(-c2ccco2)n1C` (stereo not drawn) gave TbPYK inhibitor -1%, HCMV inh -3, AMA1-RON2 inh 12%, AmpC inh no detg -5%, HCV inhibitor 26% and AmpC inh detg 6%.
Screening COc1cccc(Cn2cccc(NC(=O)Nc3ccccc3C)c2=O)c1 returned TbPYK inhibitor 6%, HCMV inh -17, LmPK inh 7%, AMA1-RON2 inh -6%, AmpC inh no detg -17%, HCV inhibitor 10µM* and AmpC inh detg -2%.
For Cc1ccc(NC(=S)C2=C(O)c3ccccc3N(C)S2(=O)=O)cc1 the results were TbPYK inhibitor -4%, HCMV inh 49, LmPK inh 4%, AMA1-RON2 inh 48%[activator], AmpC inh no detg inconclusive, HCV inhibitor 19% and AmpC inh detg -3%.
COc1ccc(CCNC(=O)Cn2c(=O)n(-c3ccc(OC)c(OC)c3)c(=O)c3ccccc32)cc1OC was read as TbPYK inhibitor -4%, HCMV inh 1 and AmpC inh detg 2%.
For O=C(NCC(=O)N(CC1CCCO1)C(C(=O)NC1CCCCC1)c1ccc(F)cc1)c1ccco1 (stereo not drawn) the results were TbPYK inhibitor 8%, HCMV inh inconclusive, LmPK inh 5%, AMA1-RON2 inh -4%, AmpC inh no detg 36%, HCV inhibitor 3% and AmpC inh detg -17%.
O=C(CNS(=O)(=O)N1CCOCC1)N/N=C/c1cccnc1 was read as TbPYK inhibitor 2%, HCMV inh -13, LmPK inh 0%, AMA1-RON2 inh 28%, AmpC inh no detg -16%, HCV inhibitor 11% and AmpC inh detg -6%.
`COc1cc(/C=C(\C#N)c2nc3ccccc3n2C)cc(OC)c1O` gave TbPYK inhibitor -18%, HCMV inh -38, LmPK inh 1%, AMA1-RON2 inh -1%, AmpC inh no detg -7%, HCV inhibitor -17% and AmpC inh detg -9%.
For Cc1ccc2ccccc2c1C(O)c1ncc(-c2cccc(C(F)(F)F)c2)[nH]1 (stereo not drawn) the results were TbPYK inhibitor 1%, HCMV inh -28 and AMA1-RON2 inh 33%[activator].
Screening COc1ccc(N2CC(C(=O)N[C@@H](C)C(=O)N[C@H](CO)c3ccccc3)CC2=O)cc1 (stereo partly drawn) returned TbPYK inhibitor -3%, HCMV inh 13, LmPK inh 9%, AMA1-RON2 inh 0%, AmpC inh no detg -5%, HCV inhibitor -3% and AmpC inh detg 0%.
Screening CC1(C)CC(=O)C=C(c2n[nH]nc2C2CCCCC2)C1 returned TbPYK inhibitor -3%, HCMV inh -25 and AMA1-RON2 inh 9%.
COCCN1Cc2cccc(C(=O)Nc3ccc4c(c3)OCCO4)c2C1=O was read as TbPYK inhibitor 1%, HCMV inh -28, LmPK inh 2%, AMA1-RON2 inh 3%, AmpC inh no detg -8%, HCV inhibitor -27% and AmpC inh detg -4%.
Screening C=CCn1c(SCC(=O)NC2CCCC2)nnc1-c1cccnc1 returned TbPYK inhibitor -5%, HCMV inh 22, LmPK inh -3%, AMA1-RON2 inh -10%, AmpC inh no detg 0%, HCV inhibitor 10% and AmpC inh detg -1%.
Cc1cccc(NC(=O)CSc2nc3ccc(N4C(=O)c5ccccc5C4=O)cc3s2)c1C was read as TbPYK inhibitor -17%, HCMV inh 3, LmPK inh -2%, AMA1-RON2 inh 2%, AmpC inh no detg 25%, HCV inhibitor 10% and AmpC inh detg -1%.
Screening O=C(NS(=O)(=O)N1CCOCC1)C1=C(N2CCCC2)COC1=O returned TbPYK inhibitor 1%, HCMV inh -14, AMA1-RON2 inh 5%, AmpC inh no detg -16% and HCV inhibitor 13%.
Cc1ccc2c(C)c(C(=O)N(Cc3ccc(F)cc3)C3CCS(=O)(=O)C3)oc2c1 (stereo not drawn) was read as TbPYK inhibitor 1%, HCMV inh inconclusive, LmPK inh -11%, AMA1-RON2 inh 11%, AmpC inh no detg 103%[activator], HCV inhibitor inconclusive and AmpC inh detg 0%.
For COc1ccc(F)cc1C(=O)C1CCCN(C(=O)c2cccc(N(C)C)c2)C1 (stereo not drawn) the results were TbPYK inhibitor 7%, HCMV inh inconclusive, LmPK inh 1%, AMA1-RON2 inh -1%, AmpC inh no detg 88%[activator], HCV inhibitor -27% and AmpC inh detg 7%.
N#Cc1ccccc1NC(=O)C(=O)NCC(c1ccc2c(c1)OCO2)N1CCOCC1 (stereo not drawn) was read as TbPYK inhibitor 8%, HCMV inh 17 and AmpC inh detg 0%.
For CCOC(=O)c1cn(-c2ccc(F)c(F)c2)c2c(F)c(F)c(F)c(F)c2c1=O the results were LmPK inh -2%, AmpC inh no detg -6%, HCV inhibitor -5% and AmpC inh detg -6%.
`CC(C)(C)OC(=O)N1Cc2ccccc2C[C@H]1C(=O)NCC(=O)NC1CCCCC1` gave TbPYK inhibitor 0%, HCMV inh 8, LmPK inh 11%, AMA1-RON2 inh -10%, AmpC inh no detg 118%[activator], HCV inhibitor -6% and AmpC inh detg 1%.
For COc1ccc(Cl)cc1NC(=O)CN(C)C(=O)c1ccc(OCc2ccccc2)c(OC)c1 the results were TbPYK inhibitor 1%, HCMV inh -6, AMA1-RON2 inh -18%, AmpC inh no detg 153%[activator], HCV inhibitor inconclusive and AmpC inh detg -20%.
For CC(=O)N1c2ccc(S(=O)(=O)N3CCC(C(=O)Nc4cccc(C(F)(F)F)c4)CC3)cc2CC1C (stereo not drawn) the results were TbPYK inhibitor 5%, HCMV inh -89*, LmPK inh -9%, AMA1-RON2 inh 0%, AmpC inh no detg 26%, HCV inhibitor 2.5µM* and AmpC inh detg 1%.

From PubChem
